KCNK3 inh: human KCNK3 channel inhibition, primary screen. AID 602410. CHO-KCNK3 thallium flux, FluxOR fluorescence; active compounds read low. O14649. B-score at 10 µM. hit rate 0.84% among 340,000;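 active means B-score under library mean minus 4 SD, starting fluorescence ratio at most library mean plus 5 SD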;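 further: more negative B-score means stronger inhibition of thallium flux through KCNK3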
TRPC4 PAM: allosterically enhances the mouse TRPC4 cation channel | Q9QUQ5 | HEK293 TRPC4beta/mu-opioid, DAMGO EC20, Fluo-4 Ca2+ flux; active compounds read high | B-score at 10 µM | hit rate 0.42% among 310,000;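 active means B-score of calcium response area above 5 SD of library B-scores, with initial fluorescence ratio within 5 SD of library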;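 further: B-score of integrated fluorescence ratio over time as area under calcium response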
ANO1 block: blocks the mouse calcium-activated chloride channel TMEM16A | HEK293 TMEM16A/YFP iodide influx fluorescence, ionomycin | normalized B-score (activity score, 25-100; higher = stronger inhibition) at 10 µM | hit rate 1.2% among 310,000;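 active means ratio plate-corrected score three or more library SD toward inhibition, starting fluorescence score within five deviations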;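 further: score derived from kinetic fluorescence span divided by baseline fluorescence per well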
DYRK1A inh: inhibitors of rat Dyrk1A kinase; Q63470; ADP-Glo luminescence, NFATc1 peptide; inhibition, % at 12.5 µM; hit rate 0.43% among 310,000; in the data active means inhibition above about 50%;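 further: plate controls were vehicle with enzyme for no effect and no enzyme for full effect; many of its hits are not listed in these tables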
KCNQ1 pot: potentiates or activates the human KCNQ1 potassium channel; B-score at 10 µM; hit rate 0.35% among 310,000; CHO-K1 KCNQ1, thallium flux FluxOR fluorescence; active compounds read high; P51787;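 active means fluorescence ratio B-score, a plate-corrected score, at least three library SD, with initial intensity B-score within 5 SD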
Target sequence (P51787 whole entry, looked up): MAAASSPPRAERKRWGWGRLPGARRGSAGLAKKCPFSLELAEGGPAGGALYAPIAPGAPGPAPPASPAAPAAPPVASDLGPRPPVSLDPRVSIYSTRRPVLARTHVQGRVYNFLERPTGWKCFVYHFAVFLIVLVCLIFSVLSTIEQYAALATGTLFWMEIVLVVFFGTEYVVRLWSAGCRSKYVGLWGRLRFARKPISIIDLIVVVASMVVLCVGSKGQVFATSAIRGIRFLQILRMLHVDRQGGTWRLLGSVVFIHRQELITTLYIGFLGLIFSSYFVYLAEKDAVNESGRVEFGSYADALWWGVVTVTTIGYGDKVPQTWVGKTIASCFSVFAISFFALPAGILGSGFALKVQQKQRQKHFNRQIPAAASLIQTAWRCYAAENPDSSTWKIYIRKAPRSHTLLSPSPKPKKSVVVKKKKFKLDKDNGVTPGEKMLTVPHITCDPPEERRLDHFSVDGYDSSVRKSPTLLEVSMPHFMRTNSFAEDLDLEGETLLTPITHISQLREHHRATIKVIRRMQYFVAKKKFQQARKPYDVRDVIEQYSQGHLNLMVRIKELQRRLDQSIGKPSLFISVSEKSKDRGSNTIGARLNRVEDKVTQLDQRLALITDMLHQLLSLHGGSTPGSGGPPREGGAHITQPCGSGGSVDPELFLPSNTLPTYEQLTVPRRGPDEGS
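System: Stable KCNQ1 CHO-K1 line | Incubation: 90 min dye loading and 20 min compound exposure, both at room temperature | Measure: Ratio B score | Medium: Assay buffer for compound exposure, DMSO matched across wells | Compound dosing: Single-concentration screen | Probe or stimulus: K+/Tl+ depolarizing stimulus | Measured by: Kinetic FluxOR fluorescence, 10 s baseline plus 110 s post-stimulus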
hERG rescue: shields human hERG channel from block by proarrhythmic agents; activation (rescue from dofetilide block), less the hit threshold, % at 10 µM; hit rate 0.51% among 310,000; CHO-hERG, FluxOR thallium flux, dofetilide IC70 present; Q12809;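 active means activation above the mean of controls blocked by dofetilide plus 5 SD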;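 further: thallium influx through hERG after potassium depolarization seen as dye fluorescence rise; in these data hits start at about 4.7%; inactives centre near -7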
TRPC4 act: TRPC4 (mouse) channel activation. HEK293 TRPC4beta/mu-opioid, Fluo4 calcium fluorescence; active compounds read high. Q9QUQ5. B-score at 10 µM. hit rate 0.49% among 310,000;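 active means B-score above 5 SD of library B-scores, and initial fluorescence ratio not above library mean plus 5 SD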;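 further: positive B-score marks a calcium rise read as TRPC4 activation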
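Material: HEK293 stable line with TRPC4beta plus mu-opioid receptor; technique: Fluo4 calcium-sensitive dye fluorescence, kinetic, 1 Hz baseline; timing: Fluo4 dye loading 45 min at room temperature, 110 s recording; controls: assay buffer as low control, maximal DAMGO as high control; read-out: integrated baseline-normalised fluorescence ratio, converted to per-well B score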
KCNK9 block: blocks the human KCNK9 two-pore domain potassium channel; Q9NPC2; hit rate 1.2% among 310,000; HEK293 KCNK9, FluxOR thallium flux fluorescence; active compounds read low; AID 488922; B-score at 10 µM;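 active means ratio B-score over 3 SD below the library mean, with starting fluorescence within 5 SD of its mean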;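 further: negative B-score means less thallium flux so channel inhibition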
ANO1 activ: activates or potentiates the mouse TMEM16A chloride channel; Q8BHY3; HEK293 TMEM16A/YFP-H148Q/I152L, iodide quench fluorescence; active compounds read low; B-score at 10 µM; hit rate 0.3% among 340,000; AID 623877;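 active means fluorescence-ratio B-score plate-corrected deviation score at least 3 library SD below zero, with starting fluorescence score within 5 deviations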;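 further: channel opened by trigger with iodide after compound preincubation; score built on the fluorescence ratio of max minus min over baseline; more negative score means more quench and so TMEM16A activation or potentiation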
KCNQ1 inh: inhibitors of human KCNQ1 potassium channel | P51787 | CHO-K1 KCNQ1, FluxOR thallium flux fluorescence; active compounds read high | B-score at 10 µM | hit rate 1.3% among 310,000 | AID 2642;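 active means compounds whose thallium flux B-score, printed positive for inhibition, exceeds three library SD while starting fluorescence stays within three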;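 further: channel opened by potassium depolarization with thallium stimulus after 20 min compound exposure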
HDAC3 inhib: blocks human histone deacetylase 3. hit rate 0.15% among 320,000. recombinant HDAC3, fluorogenic peptide/trypsin coupled, fluorescence. inhibition, % at 8.3 µM. O15379; in the data active means inhibition above about 26%, passing the limit was not always enough; inconclusive means no clear call, values can overlap the other calls
Target sequence (O15379 whole entry, looked up): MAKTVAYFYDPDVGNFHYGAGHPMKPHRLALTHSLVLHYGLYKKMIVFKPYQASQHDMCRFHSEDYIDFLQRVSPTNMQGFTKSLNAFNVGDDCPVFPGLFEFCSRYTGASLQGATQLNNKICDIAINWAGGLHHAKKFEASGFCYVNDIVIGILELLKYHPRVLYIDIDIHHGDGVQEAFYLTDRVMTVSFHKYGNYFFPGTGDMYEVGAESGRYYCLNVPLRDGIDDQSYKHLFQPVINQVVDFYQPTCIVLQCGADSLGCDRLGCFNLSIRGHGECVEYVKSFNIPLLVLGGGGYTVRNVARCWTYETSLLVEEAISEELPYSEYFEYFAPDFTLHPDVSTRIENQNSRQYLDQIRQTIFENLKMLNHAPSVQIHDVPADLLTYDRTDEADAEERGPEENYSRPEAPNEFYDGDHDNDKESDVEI
* marks the source's active call; other numbers are inactive results; i = inactive; ? = inconclusive; . = no result given. Not all compounds are listed, so the mix of outcomes need not match the whole.

Below each compound: KCNK9 block	KCNK3 inh	DYRK1A inh	ANO1 activ	KCNQ1 pot	ANO1 block	KCNQ1 inh	TRPC4 PAM	hERG rescue	TRPC4 act	HDAC3 inhib
CC(C)n1nnnc1SCC(=O)Nc1cccc(F)c1
 : i	i	-4	i	i	.	i	i	-6	i	.
O=S(=O)(Nc1ccc(-c2cn3ccsc3n2)cc1)c1ccc2c(c1)OCCO2
 : i	i	-1	i	i	i	i	i	-15	i	2
CC(C)CC(=O)NC(Nc1ccc([N+](=O)[O-])cc1)C(Cl)(Cl)Cl (centres undefined)
 : i	i	1	i	i	i	i	i	-13	i	.
Cc1ccc(Cn2ncc3c(N4CCN(CCc5ccccc5)CC4)ncnc32)cc1
 : i	i	.	i	i	i	i	i	-4	i	3
COc1ccc(CN2CCNC(=O)C2CC(=O)NCCCn2nnc3ccccc32)cc1C (centres undefined)
 : i	i	-2	i	i	i	i	i	-10	i	-1
COc1ccc2c(c1)CCc1c(C(=O)Nc3c(C)nn(Cc4ccccc4)c3C)noc1-2
 : i	i	-2	i	i	i	i	i	-3	i	0
COC(=O)c1ccc2c(=O)n(Cc3ccc(C(=O)NCCCN4CCC(C)CC4)cc3)c(=S)[nH]c2c1
 : i	i	.	i	i	i	i	i	-4	i	-3
COc1ccc(NC(=O)COc2coc(CN3c4ccccc4CC3C)cc2=O)cc1 (centres undefined)
 : i	i	-3	i	i	i	i	i	-10	i	.
O=C(OCC(=O)N1CCOCC1)c1cccc(S(=O)(=O)N2CCCc3ccccc32)c1
 : i	i	.	i	i	i	i	15*	-13	i	-2
CCC(=O)Nc1cccc(NC(=O)CN2CCN(c3ccccc3OC)CC2)c1
 : i	i	0	i	i	i	i	i	-7	i	10
COc1cccc(CN(C)C(=O)CCN(c2ccccc2)S(=O)(=O)c2ccc(C)cc2)c1OC
 : i	i	8	i	i	i	i	i	-13	i	6
COc1ccc(NCC(=O)N/N=C2\CCCC(C)C2)cc1 (centres undefined)
 : i	i	1	i	i	.	i	i	0	i	.
CN[C@H]1CCc2cc(OC)c(OC)c(OC)c2-c2ccc(OC)c(=O)cc21
 : i	i	10	i	i	i	i	i	-4	i	10
COc1ccc(CCN2C(=O)c3[nH]nc(-c4ccccc4O)c3C2c2ccccc2)cc1OC (centres undefined)
 : i	i	-1	i	i	i	i	i	-5	i	7
COc1ccc(OC)c(S(=O)(=O)NCC(c2ccco2)N2CCc3ccccc3C2)c1 (centres undefined)
 : i	i	-3	i	i	i	i	i	-8	i	-2
CC(=O)Nc1ncnc2c1c(-c1ccc(Cl)cc1)nn2C(C)(C)C
 : i	i	-1	i	i	i	i	i	-5	i	-28
O=C(CCc1nnc2ccc(N3CCOCC3)nn12)Nc1ccc(F)cc1F
 : i	i	-4	i	i	i	i	i	-8	i	0
O=S(Cc1ccc(Br)cc1)Cc1nnc(SCc2ccc(Cl)cc2)n1-c1ccccc1 (centres undefined)
 : i	-10*	-7	i	i	i	i	i	-7	i	6
O=C(NNc1nc2cc3c(cc2s1)OCCO3)c1ccc(F)cc1
 : i	i	14	i	i	i	i	i	-6	i	-3
CCc1cc(=O)oc2cc(OCC(=O)NCCCn3ccnc3)ccc12
 : i	i	6	i	i	i	i	i	-7	i	-2
COC(=O)CSc1cc(C(F)(F)F)nc(-c2ccccn2)n1
 : i	i	-3	i	i	i	i	i	-11	i	5
Cc1cccc(NC(=O)Cn2c(/C=C/c3ccccc3)nc3ccccc32)c1
 : i	i	-10	i	i	i	i	i	-6	i	-20
Cc1cccc(C2NS(=O)(=O)N=C2N)c1 (centres undefined)
 : i	i	0	i	i	i	i	i	-8	i	0
Cc1ccc(SC(c2ccc(C)cc2)C(Cn2cncn2)C(=O)c2ccccc2)cc1 (centres undefined)
 : i	i	5	i	i	i	i	i	-5	i	1
COc1ccc(C)cc1NC(=O)c1ccc(NS(=O)(=O)c2c(C)noc2C)cc1
 : i	i	-7	i	i	i	i	i	-7	i	3
CC12CCC(C(=O)N(c3ccccc3Cl)C1=O)C2(C)C (centres undefined)
 : i	i	-3	i	i	i	i	i	-6	i	-7
NC(=O)NC(CC(=O)OCC(=O)NC(=O)NCc1ccco1)c1ccc(Cl)cc1 (centres undefined)
 : i	i	-2	i	i	i	i	i	-2	i	2
CCOc1[nH]c(/N=C/c2ccco2)c(C#N)c1C#N
 : .	i	8	i	.	i	.	.	.	.	-1
Cc1ccc(/C(=N\S(=O)(=O)c2ccc(Br)cc2)Nc2ccccc2C)cc1
 : i	i	7	i	i	i	i	i	-7	i	5
Cc1cc(C(=O)CN2C(=O)NC(C)(c3cccc(Br)c3)C2=O)c(C)n1Cc1ccco1 (centres undefined)
 : i	i	4	i	i	i	i	i	-11	i	19
CCCCCC1CC(CC(=O)Nc2ccc([N+](=O)[O-])cc2)C(=O)O1 (centres undefined)
 : i	i	2	i	i	i	i	i	-4	i	14
O=C1N(Cc2ccc(F)cc2Cl)c2ccccc2C12OCCCO2
 : i	i	9	i	i	i	i	i	-15	i	6
OC(c1ccccc1)(c1ccc(F)cc1)C(c1ccccc1)N1CCOCC1 (centres undefined)
 : i	i	0	i	i	i	i	i	-5	i	14
S=C(Nc1ccccn1)c1ccccn1
 : i	i	0	i	i	i	i	i	-4	i	2
COc1ccc2cc(CN(C(=O)Nc3ccccc3)C3CCCC3)c(=O)[nH]c2c1
 : i	i	-1	i	i	i	i	i	-11	i	13
Cc1c(/C=N\NC(=O)C2COc3ccc(C(C)(C)C)cc3O2)c2ccccc2n1C (centres undefined)
 : i	i	-1	i	i	i	i	i	-12	i	-13
CCCCON1C(=O)c2cccc3cccc(c23)C1=O
 : i	i	.	i	i	i	i	i	-9	i	-8
CCOC(=O)C1=C(N)Oc2c(oc(CO)cc2=O)C1c1ccccc1 (centres undefined)
 : i	i	-9	i	i	i	i	i	-5	i	5
O=S(=O)(NCC1CCCO1)c1ccccc1F (centres undefined)
 : i	i	-4	i	i	i	i	i	-4	i	-3
NC(=O)Cn1cc(C(=O)COc2ccccc2)c2ccccc21
 : i	.	.	.	i	i	i	i	-10	i	-1
O=C1CC2CS(=O)(=O)CC2N1c1ccc(Oc2ccccc2)cc1 (centres undefined)
 : i	i	-9	i	i	i	i	i	-5	i	-4
COc1ccc(Oc2cccc(Cl)c2CNC(=O)CCC(=O)O)cc1
 : i	i	6	i	i	i	i	i	-5	i	1
CCOc1ccccc1NC(=O)C1C2CCC(O2)C1C(=O)O (centres undefined)
 : i	i	15	i	i	i	i	i	-1	i	7
Cc1ccc(CN2CCN(Cc3ccc(C)s3)CC2CCO)cc1 (centres undefined)
 : i	i	-6	i	i	i	i	i	-13	i	5
CCOC(=O)C1=C(C)N=C2SC(C)C(=O)N2C1c1ccc(OCC)c(OCC)c1 (centres undefined)
 : i	i	2	i	i	i	i	i	-10	i	3
CN(C)C=NC(=O)c1cc(C(=O)c2ccccc2Cl)c[nH]1
 : i	i	0	i	i	i	i	i	-11	i	?
CN(C)/C=C(\C#N)C(=O)Nc1ccc(F)cc1
 : i	i	6	i	i	i	i	i	-5	i	-4
COc1cccc(-n2c(Cc3cc(=O)[nH]c(=O)[nH]3)nnc2SCC(=O)N2CCCCC2)c1
 : i	i	0	i	i	i	i	i	-5	i	4
Cc1ccc(-n2c(SCC(N)=O)nnc2-c2cccnc2)c(C)c1
 : i	i	-3	i	i	i	i	i	-10	i	-3
O=C(c1ccc(F)cc1)C1CCN(Cc2cn[nH]c2-c2ccc(F)cc2)CC1
 : i	i	3	i	i	i	i	i	-12	i	1
Cc1ccc(NC(=O)CN2CCC(NC(=O)Cc3ccccc3)CC2)c(C)c1
 : i	i	4	i	i	i	i	i	-4	i	0
COC(=O)c1ccc(NCCc2csc(-c3ccc(C)cc3)n2)c([N+](=O)[O-])c1
 : i	i	-4	i	i	i	i	i	-12	i	-4
CC(C)C(NC(=O)Nc1ccccc1)C(=O)Nc1cccc(S(=O)(=O)N(C)C)c1 (centres undefined)
 : i	i	-5	i	i	i	i	i	-5	i	2
Cc1ccccc1-n1c(C)n[nH]c1=S
 : i	i	-6	i	i	i	i	i	-8	i	-2
CCCCc1nn(-c2cc(Cl)ccc2OC)c2c1C(=O)CCC2
 : i	-9.2*	15	i	i	i	i	i	-15	i	3
O=c1ccc(Oc2nc(N3CCOCC3)nc(N3CCOCC3)n2)nn1-c1ccccc1
 : i	i	-8	i	i	i	i	i	-8	i	1
O=S(=O)(c1ccccc1)c1nc(-c2ccco2)oc1NCc1cccnc1
 : i	i	7	i	i	i	i	i	-3	i	-3
COc1ccc(C[C@H]2CN3C(=NC[C@H]3C)N2CCNC(=O)CCC2CCCCC2)cc1
 : i	i	37	i	i	i	i	i	-10	78*	-9
COc1ccc(-c2c(C)[nH]n3c(=O)c(Cc4ccccc4)c(C)nc23)cc1
 : i	i	-7	i	i	i	i	i	-7	i	-4
C=C(C)c1cccc(C(C)(C)NC(=O)N2CCN(C/C=C/c3ccccc3)CC2)c1
 : i	i	0	i	i	i	i	i	-6	i	2

Next entries.
Below each compound: KCNK9 block	KCNK3 inh	DYRK1A inh	ANO1 activ	KCNQ1 pot	ANO1 block	KCNQ1 inh	TRPC4 PAM	hERG rescue	TRPC4 act	HDAC3 inhib
COc1ccc2[nH]c(=O)c(CN(Cc3nnnn3Cc3ccc(F)cc3)CC3CCCO3)cc2c1 (centres undefined)
 : i	i	11	i	i	i	i	i	-24	i	-3
CC(=O)c1c(C)[nH]c(C(=O)OCC(=O)N2CC(C)OC(C)C2)c1C (centres undefined)
 : i	i	20	i	i	i	i	i	-11	i	1
Cc1ccc(C)c(N(CC(=O)NCc2ccco2)C(=O)CCC(=O)Nc2ccccn2)c1
 : i	i	4	i	i	.	i	i	-12	i	.
CC(C)(C)OC(=O)N1CCC(c2c(C(=O)O)cnn2-c2ccc(Cl)cc2)CC1
 : i	i	3	i	i	i	i	i	-9	i	3
O=C(NCc1ccc(F)cc1)C(c1cccnc1)N(C(=O)c1csnn1)c1ccccc1 (centres undefined)
 : i	i	6	i	i	i	i	i	-7	i	4
CCCSc1nnc(-c2ccccc2N)c(=O)[nH]1
 : i	i	2	i	i	i	i	i	-3	i	4
O=C(O)C1C2C=CC(C2)C1C(=O)NCCc1cccc(Cl)c1 (centres undefined)
 : i	i	-8	i	i	i	i	i	-7	i	-17

Bioassay records deposited in PubChem by several laboratories.
